From PubChem
TCR CD3 inh = inhibitors of human TCR-CD3 interaction; TAMRA-labeled TCR probe fluorescence, biochemical; inhibition, % at 9.4 µM; 360,000 compounds, 0.37% hits; in the data active = inhibition above about 19%;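 also: recombinant mutant TCR 2C K166C tagged with TAMRA read by polarization; 0% = receptor in buffer alone and 100% = receptor with positive control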
TDP2 inh = blocks human TDP2 phosphodiesterase activity | recombinant TDP2, T5PNP hydrolysis, p-nitrophenol absorbance 415 nm | inhibition, % at 12.8 µM | 370,000 compounds, 0.34% hits | AID 720702;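 active = inhibition above the mean of all tested compounds plus 3 SD, set per campaign, cut at about 25% in these data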;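 also: 0% = DMSO with enzyme and 100% = buffer with substrate but no TDP2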
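test system = human TDP2 enzyme | input = TDP2 enzyme at 120 nM final | medium = 50 mM Tris-HCl pH 7.5 with Mg2+, KCl, DTT, BSA | also added = T5PNP substrate, 5 mM | times = 2 h at 37 °C | technique = epi absorbance | benchmarks = high control without enzyme, low control DMSO plus TDP2 | replication = each compound tested once, singlicate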
Tn6 DDE FP = disrupts Tn6 cyclic peptide binding to fibrin D-Dimer-E complex | P02675 | Fibrin DD(E) TRITC-Tn6 fluorescence polarization displacement | inhibition, % at 8.3 µM | 370,000 compounds, 0.21% hits;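 active = inhibition above a per-campaign cutoff: mean of compounds within control limits plus 3 SD, cut at about 15% in these data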;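 also: 0% = median of all compound wells on the plate and 100% = blocking peptide control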
Target sequence (P02675 whole entry, looked up): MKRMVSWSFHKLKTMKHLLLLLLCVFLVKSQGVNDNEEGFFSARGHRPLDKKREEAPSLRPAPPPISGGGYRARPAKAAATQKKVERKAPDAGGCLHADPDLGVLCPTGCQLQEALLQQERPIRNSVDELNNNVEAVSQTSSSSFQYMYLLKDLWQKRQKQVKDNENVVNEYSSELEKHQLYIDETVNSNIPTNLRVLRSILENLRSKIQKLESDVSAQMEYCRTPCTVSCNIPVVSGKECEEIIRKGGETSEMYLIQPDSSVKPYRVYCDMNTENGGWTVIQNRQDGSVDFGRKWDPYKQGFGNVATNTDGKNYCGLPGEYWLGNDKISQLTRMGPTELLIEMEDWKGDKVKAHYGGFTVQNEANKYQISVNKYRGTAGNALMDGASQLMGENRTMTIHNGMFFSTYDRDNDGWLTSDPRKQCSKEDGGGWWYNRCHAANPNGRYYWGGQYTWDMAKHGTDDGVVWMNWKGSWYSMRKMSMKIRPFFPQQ
PRMT1 inh = inhibitors of human PRMT1 | Q99873 | recombinant PRMT1, activity-based probe fluorescence polarization | inhibition, % at 2.79 µM | 370,000 compounds, 1.3% hits | AID 652257;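 active = inhibition above about 21% made by adding two undisclosed values, limit read from the data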
Target sequence (Q99873 whole entry, looked up): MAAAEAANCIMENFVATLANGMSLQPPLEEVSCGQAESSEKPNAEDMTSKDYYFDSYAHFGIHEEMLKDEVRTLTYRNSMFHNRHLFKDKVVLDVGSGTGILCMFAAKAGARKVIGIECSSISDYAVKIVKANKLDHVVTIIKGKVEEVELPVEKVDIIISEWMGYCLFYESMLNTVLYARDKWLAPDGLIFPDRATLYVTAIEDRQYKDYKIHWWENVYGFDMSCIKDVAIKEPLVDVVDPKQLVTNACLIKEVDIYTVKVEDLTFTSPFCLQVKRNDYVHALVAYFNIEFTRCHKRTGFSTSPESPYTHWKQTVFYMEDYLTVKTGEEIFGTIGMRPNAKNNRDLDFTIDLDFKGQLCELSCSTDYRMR
UHRF1 binding = blocks human UHRF1 binding to methylated DNA. Q96T88. inhibition, % at 4.4 µM. UHRF1 binding to methylated oligo, TR-FRET. 370,000 compounds, 0.75% hits. AID 687016; in the data active = inhibition above about 21%;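 also: UHRF1 SRA domain binding a hemimethylated CpG hairpin DNA probe; 0% = median of test compound wells and 100% = reference inhibitor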
SIAE primary = human SIAE inhibition, primary screen; Q9HAT2; SIAE FP-Rh probe binding, fluorescence polarization; inhibition, % at 9.66 µM; 370,000 compounds, 0.69% hits; AID 1053197;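 active = inhibition above a cutoff: mean of compounds within the control limits plus 3 SD of those, cut at about 17% in these data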;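 also: 0% = plate median of compound wells and 100% = probe without SIAE protein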
DDE Tn7 FP inh = DD(E)-Tn7 binding inhibition, primary FP screen | FP displacement of FITC-Tn7 peptide from fibrin DD(E); 0% = median of compound wells per plate | P02675 | 370,000 compounds, 0.13% hits | inhibition, % at 8.3 µM;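 active = inhibition above the mean of compounds falling within the control limits plus 3 SD of them, cut at about 14% in these data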;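 also: 0% = plate median of compound wells and 100% = 10 µM Aha-Tn7 peptide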
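assay system = human clot-derived fibrin DD(E) complex | quantity = Fibrin-DD(E) at 2 µM final | timing = 10 min preincubation, 3 h with tracer, room temperature | signal = fluorescence polarization | measure = percent inhibition | benchmarks = high control wells with 10 µM unlabelled Aha-Tn7 peptide (full inhibition) | replicates = singlicate testing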
LEDGF integ inh = blocks HIV-1 LEDGF/p75-dependent DNA integration | TR-FRET IN-LEDGF/p75 DNA integration, Eu/Cy5 | inhibition, % at 3.7 µM | 370,000 compounds, 0.64% hits | AID 743269;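 active = inhibition above the screen-wide mean plus 3 SD, cut at about 13% in these data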;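 also: signal is the Cy5 over europium emission ratio at 671 and 618 nm; 0% = plate median of compound wells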
MBD2 DNA inh = blocks human MBD2 binding to methylated DNA; 370,000 compounds, 0.31% hits; inhibition, % at 4.4 µM; TR-FRET, MBD2 binding to methylated oligonucleotide; in the data active = inhibition above about 13%
proKLK7 act = proKLK7 (human) activation, primary screen; P49862; purified proKLK7, EDANS-DABCYL substrate fluorescence; 100% is mature enzyme control, 0% vehicle; activation, % at 7 µM; 370,000 compounds, 0.9% hits;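 active = activation above the mean of all tested compounds plus 3 SD, computed per campaign excluding outliers beyond control limits, cut at about 13% in these data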
Target sequence (P49862 whole entry, looked up): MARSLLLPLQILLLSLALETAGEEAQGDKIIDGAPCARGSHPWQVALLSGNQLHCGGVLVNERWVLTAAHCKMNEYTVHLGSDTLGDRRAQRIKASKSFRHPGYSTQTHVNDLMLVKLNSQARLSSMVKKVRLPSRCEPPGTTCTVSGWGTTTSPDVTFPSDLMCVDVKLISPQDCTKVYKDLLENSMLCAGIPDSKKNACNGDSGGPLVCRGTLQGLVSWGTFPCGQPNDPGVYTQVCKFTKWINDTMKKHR
* marks the source's active call; other numbers are inactive results; / = no result given. Rows are unselected. About 4.6% of those tested had a hit in this group.

SMILES	TCR CD3 inh	TDP2 inh	Tn6 DDE FP	PRMT1 inh	UHRF1 binding	SIAE primary	DDE Tn7 FP inh	LEDGF integ inh	MBD2 DNA inh	proKLK7 act
CC(=O)c1c(C)[nH]c(C(=O)OCC(=O)N2CC(=O)Nc3ccccc32)c1C	1	4	-1	-1	-1	3	-1	0	-6	0.1
COC(=O)c1cc2ccccc2c(-c2c(O)ccc3ccccc23)c1O	0	-1	6	4	15	-8	-2	1	7	2.9
COc1ccc(/C=N/OCC(=O)N=Nc2c(O)[nH]c3ccc(Br)cc23)cc1OC	1	-7	-1	7	4	-10	4	0	8	1.3
COC(=O)c1ccccc1NC(=S)NC(=O)CC(C)C	2	-13	-7	1	10	-4	2	1	-2	-0.2
COc1ccc(CCC(=O)Nc2ccc3c(c2)OCO3)cc1OC	-2	7	6	-3	0	0	-9	-6	0	0.0
Cn1nnnc1Sc1ncnc2scc(-c3ccccc3Br)c12	2	7	8	1	0	-6	9	0	-3	0.0
O=C(CNCc1ccccc1)Nc1cccc(Cl)c1Cl	2	-6	1	-3	0	5	-7	8	1	0.1
CC(C)(C)C(=O)NC1CC2CCCC(C1)N2C(=O)Nc1cccc(Cl)c1 (stereo not drawn)	1	13	-1	-2	0	3	-5	1	3	-0.1
CCOC(=O)N1CCN(c2cc(=O)n(-c3cccc(C)c3)c(=O)[nH]2)CC1	4	4	2	2	2	-5	5	-1	-2	0.1
CC(C)NC(=O)C1(C)CCCN1Cc1ccccc1 (stereo not drawn)	1	9	1	0	-1	7	0	-3	3	0.2
CCOC(=O)c1c[nH]c2c(Cl)c(Cl)ccc2c1=O	-1	-4	6	-3	-2	12	1	1	-1	0.3
CN(CCOc1ccc(Cl)cc1)C(=O)C1CCN(C(=O)c2ccc(F)cc2)CC1	0	22	9	-4	-2	-8	-2	1	-2	0.3
Cc1ccc(-c2noc(CN(C(=O)CCN3C(=O)c4ccccc4C3=O)C(C)C)n2)cc1	6	9	-2	-4	-2	-3	1	1	3	0.1
COC(=O)[C@@]12CCCCN1[C@H](c1ccc(-c3ccc(F)cc3)c(OC)c1)[C@H]1C(=O)N(C)C(=O)[C@H]12	7	3	3	2	0	-2	-3	-2	-1	-0.7
O=C(O)CCC(=O)N1CCN(c2nc(-c3ccccc3)c3ccccc3n2)CC1	-1	5	-1	-4	0	-4	-4	-4	1	32*
COc1ccc(C2C(C(=O)Nc3ccc4c(c3)OCCO4)c3ccccc3C(=O)N2C)cc1 (stereo not drawn)	10	2	4	1	1	-1	4	-2	5	-0.7
COc1cc(/C=N/NC(=O)C[n+]2ccccc2)cc(OC)c1OC	2	4	-4	-3	-1	0	1	6	-2	0.2
CCC(CC)C(=O)NCCc1cc2ccc(C)cc2[nH]c1=O	1	0	-2	3	-1	-1	-7	-4	3	-0.1
CCC(=O)Nc1c2c(nc3c1CCC3)CCCC2	-4	-9	-6	1	2	-4	-2	-2	4	-0.2
O=C1c2ccccc2C(c2nnnn2Cc2ccccc2)N1Cc1ccc(F)cc1 (stereo not drawn)	10	3	3	-6	2	2	-1	-2	-1	0.2
O=C(NCCCN1CCOCC1)c1cc(S(=O)(=O)N2CCN(c3ccccc3)CC2)ccc1Cl	7	-3	4	-3	-2	0	4	-3	-8	0.3
CC1CCCN(C(=O)COC(=O)C2=COCCO2)C1 (stereo not drawn)	5	12	-7	-2	-4	2	1	0	-4	0.8
CCCC(=O)N1CCC1(C)C(=O)Nc1ccc2nccnc2c1 (stereo not drawn)	-1	7	5	0	-2	-2	-1	1	-2	13*
O=C(c1cc(Br)c(Br)s1)N1CCc2ccccc2C1	3	-6	-3	-2	5	-5	7	0	2	0.0
COc1ccc(CCC(C)NCc2cccc(Br)c2)cc1 (stereo not drawn)	-2	-4	4	5	0	-4	-2	-5	5	-0.3

4 entries out of the list, arranged by length of the SMILES, highest first:
SMILES	TCR CD3 inh	TDP2 inh	Tn6 DDE FP	PRMT1 inh	UHRF1 binding	SIAE primary	DDE Tn7 FP inh	LEDGF integ inh	MBD2 DNA inh	proKLK7 act
O=C(O)CCC(=O)N1CCN(c2nc(-c3ccccc3)c3ccccc3n2)CC1	-1	5	-1	-4	0	-4	-4	-4	1	32*
COC(=O)c1ccccc1NC(=S)NC(=O)CC(C)C	2	-13	-7	1	10	-4	2	1	-2	-0.2
CC1CCCN(C(=O)COC(=O)C2=COCCO2)C1 (stereo not drawn)	5	12	-7	-2	-4	2	1	0	-4	0.8
CCC(=O)Nc1c2c(nc3c1CCC3)CCCC2	-4	-9	-6	1	2	-4	-2	-2	4	-0.2

The list continues:
SMILES	TCR CD3 inh	TDP2 inh	Tn6 DDE FP	PRMT1 inh	UHRF1 binding	SIAE primary	DDE Tn7 FP inh	LEDGF integ inh	MBD2 DNA inh	proKLK7 act
COc1ccc(OC)c(-c2nn(-c3ccccc3)cc2C(=O)NCC(c2cccs2)N2CCOCC2)c1 (stereo not drawn)	-8	-9	5	1	0	-3	3	-5	4	-0.3
O=C(Nc1ccccc1-c1nnc(SCc2ccc(Cl)cc2)o1)c1ccccc1	-1	6	0	-1	1	-6	-2	-2	0	-0.4
Cc1cc2ncn(S(=O)(=O)c3ccc(S(N)(=O)=O)cc3)c2cc1C	-2	-2	8	1	6	9	10	-4	4	-0.9
CCOC(=O)[C@]12CCCC=C1N(Cc1ccco1)C(=O)[C@H](CC(=O)N1CCN(C(=O)c3ccco3)CC1)C2	-6	3	3	6	1	-2	-1	-4	-3	-0.3
O=C(CN1C(=O)/C(=C/c2cccc(Br)c2)SC1=S)NC1=NCCS1	-5	4	5	15	-5	-308	0	2	0	0.1
C[C@@H]1CN([C@@H](C)CO)S(=O)(=O)c2ccc(Br)cc2O[C@H]1CN(C)C(=O)Nc1ccc2c(c1)OCO2	-2	7	1	1	56*	1	-3	-1	-6	0.1
CCOc1ccc(N(CC(=O)NCc2ccccc2)S(=O)(=O)c2c(C)noc2C)cc1	9	5	3	1	-1	0	7	3	4	0.6
COc1ccc(CN(C)C(=O)c2ccc(Oc3ccccc3)cc2)cc1F	2	-13	-1	1	-1	0	-2	0	2	0.1
CCCCn1c(-c2ccsc2)nc2c1c(=O)[nH]c(=O)n2CCC	10	1	0	0	-2	1	1	-1	0	0.8
CCOc1ccc(S(=O)(=O)Nc2cc(OC)ccc2OC)cc1	0	-2	-5	0	-4	14	-4	1	-3	0.5
Cc1c(Cl)cccc1NC(=O)Cn1cc(C(F)(F)F)cc(Cl)c1=O	6	-1	3	0	-2	-10	-1	0	-2	0.7
CN(C)c1nc(N)nc(CSc2ccccn2)n1	-2	-11	6	2	2	-2	2	-3	2	0.5
CCc1nn(CC(=O)NCCCN2CCOCC2)c(=O)c2cc3cc(F)ccc3n12	1	-5	-12	5	1	-2	5	-4	3	0.6
CCOc1ccc(Oc2nc(N(CC)CC)nc(N3CCOCC3)n2)nn1	1	14	-5	1	-1	-5	0	-1	-1	0.4
COCCNC(=O)CCCN1C(=O)c2ccccc2Sc2ncccc21	2	7	-1	-1	-1	3	3	-1	1	0.4
COc1ccc2c(C)cc(SCC(=O)NC3CCCC3)nc2c1	-2	-8	9	1	-1	0	-1	5	2	-0.2
Cc1ccc(NC(=O)Cc2cn(C)c3ccccc23)cc1F	6	-7	-2	-2	-2	-1	1	-3	-3	0.3
CCCCn1nnnc1C1(C)CCC(=O)N1C1CC1 (stereo not drawn)	7	1	6	0	12	6	-1	-2	-7	-0.1
O=C(CCc1ccccc1)N[C@H]1[C@@H](OC(=O)c2ccco2)CCC[C@@]12C(=O)N(Cc1ccccc1)c1ccccc12	/	-1	8	-3	2	-2	-5	4	-1	-0.2
COc1ccc(C2C3C(C)=NN=C3CC(C)(O)C2C(C)=O)cc1 (stereo not drawn)	8	-2	6	-2	0	3	-2	1	1	0.7
Cc1ccc(S(=O)(=O)Nc2nc3c(s2)C(=O)CC(C)(C)C3)cc1	-3	-12	-8	14	4	-7	-4	-4	7	0.2
O=C(C1CCCN1S(=O)(=O)c1ccc(Br)cc1)N1CCOCC1 (stereo not drawn)	2	1	14	2	1	4	1	-3	3	0.9
COc1ccc(CCNC(=O)N[C@@H](Cc2ccccc2)C(=O)O)cc1	3	-12	-2	1	3	-4	-3	4	2	0.7
CCCCOc1ccc(CNn2c(C)nc3ccccc3c2=O)cc1	1	-10	-4	1	3	8	-2	3	1	0.5
O=C(NC1CCCC1)C(c1ccccc1)n1c(-c2cccc3ccccc23)nc2ccccc21 (stereo not drawn)	0	-7	4	-1	2	0	1	5	-1	0.2
(list continues)
SMILES	TCR CD3 inh	TDP2 inh	Tn6 DDE FP	PRMT1 inh	UHRF1 binding	SIAE primary	DDE Tn7 FP inh	LEDGF integ inh	MBD2 DNA inh	proKLK7 act
CC1CN(C(=O)c2ccc(NS(=O)(=O)c3ccc(C(C)(C)C)cc3)cc2)CC(C)O1 (stereo not drawn)	6	-10	8	-2	0	-2	2	-3	-1	0.1
CSc1ncnc2sc(C)c(C)c12	-1	15	1	0	-4	-8	-3	4	-4	0.5
Cc1c(Cl)cccc1Nc1nc(N)nc(CSc2ncccn2)n1	6	-11	-7	-3	0	-5	-1	4	-1	-0.5
COC(=O)CCCn1cc(CN2CC(N3CCN(Cc4cccc(C)c4)CC3)CS2(=O)=O)nn1 (stereo not drawn)	2	-4	-1	-3	15	9	-5	7	9	0.8
CC(OC(=O)Cc1ccc(F)cc1)C(=O)NCc1ccc2c(c1)OCO2 (stereo not drawn)	3	4	-4	-2	-2	-1	-3	1	3	0.5
Nc1c(C(=O)NCc2cccnc2)sc(=S)n1-c1ccccc1	1	0	-9	7	-1	-2	-5	2	-4	0.5
COc1ccccc1N(CC(=O)NC1CCCC1)C(=O)CCC(=O)Nc1ccccn1	-10	8	3	-1	-1	7	0	2	2	0.1
c1ccc(CCCN2CCN(c3ccccn3)CC2)cc1	7	2	6	0	-1	0	-8	2	-5	-0.5
CCOC(=O)c1cnc2scnn2c1=O	-3	-1	5	0	-1	0	-12	2	7	0.2
CCN1CCN(C(=O)c2ccc(CS(=O)Cc3ccc(C)cc3)o2)CC1 (stereo not drawn)	-4	0	5	2	2	5	3	1	3	-0.1
COc1ccc(O)c(/C=N/NC(=S)Nc2cccc(S(=O)(=O)N(C)C)c2)c1	14	6	1	-1	-12	33*	1	-7	-1	3.0
O=C(c1sccc1-c1ccccc1)N1CCN(S(=O)(=O)c2ccccc2)CC1	3	8	-7	0	-1	1	0	-3	-5	-0.9
Cc1cccc(C)c1OCc1nnc(SCC(=O)Nc2ccc(N3CCOCC3)cc2)o1	4	8	-1	-6	2	1	0	-3	-10	-0.6
O=C(c1ccc(Nc2cccc(C(F)(F)F)c2)nc1)N1CCCC1	6	-6	0	0	1	3	-8	3	-1	-0.2
CCOC(=O)c1cc(-c2ccccc2)sc1NC(=O)c1ccc(OC)c(OC)c1	2	-4	-2	1	1	14	-3	-3	-2	0.8
COc1ccc(C(=O)OCCCN(C)C2CN(Cc3cn(Cc4ccccc4Cl)nn3)S(=O)(=O)C2)cc1OC (stereo not drawn)	/	5	-8	1	7	3	2	0	3	0.2
Cc1ccc(C(=O)NCC2(c3ccccc3)CCCC2)cc1	-2	-2	5	2	0	-4	3	1	2	-0.3
